# PhoP inhibition: PhoP-dependent GFP reporter repression – Salmonella Typhimurium, primary screen (AID 1863) | S. Typhimurium PhoP-regulated promoter GFP reporter, 4 h; higher % means a stronger effect | inhibition, % at 50 µM; hits with a dose series show IC50 in µM | 300,000 tested, 0.16% active;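 active = inhibition over 29.93%, a cutoff 3 SD above the screen mean, later confirmed by dose response; inconclusive = inhibition over 29.93% but no dose response follow-up; inactive = inhibition at most 29.93% or unconfirmed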;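 note: 0% = low Mg2+ inducing control and 100% = high Mg2+ repressing control; strong numbers were not always called active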
# PMI inhibition: MPI inhibition at elevated mannose 6-phosphate – biochemical, fluorescence intensity, high mannose 6-phosphate, primary screen (AID 1220); 190,000 tested, 0.66% active; recombinant PMI enzyme, coupled fluorescence intensity; higher % means a stronger effect; one-dose inhibition, % at 20 µM; IC50 in µM for titrated hits
# human PMI inhibition: MPI enzyme activity inhibition – biochemical, fluorescence intensity, coupled assay, primary screen (AID 1209) | purified PMI enzyme, coupled fluorescence intensity; higher % means a stronger effect | 190,000 tested, 0.42% active | inhibition, % at 20 µM, or IC50 in µM where a hit was titrated;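 note: plate controls were DMSO vehicle for no effect and wells lacking substrate for full effect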
# SV40 large T antigen: TAg ATPase/helicase activity blockers – biochemical (AID 1903). SV40 large T antigen ATPase/helicase inhibition assay; higher % means a stronger effect. one-dose inhibition, % at 20 µM; IC50 in µM for titrated hits. 310,000 tested, 0.39% active; in the data active = a potency from the dose series; inconclusive = inhibition mostly from about 32% at the one dose, without a potency; inactive = the rest, 99 in 100 with inhibition below about 32%; note: strong numbers were not always called active
# TNAP activation fold: stimulation of alkaline phosphatase TNAP activity – biochemical, luminescent, no phosphate acceptor, uHTS, primary screen (AID 1001); purified TNAP, luminescent activation assay, no phosphate acceptor; higher activation fold means a stronger effect; activation fold at 20 µM; hits with a dose series show EC50 in µM; 200,000 tested, 0.03% active; in the data active = activation fold from about 3, or a potency from the dose series; inactive = the rest, 99 in 100 with activation fold below about 1.6; note: many of its hits are not listed in these tables
# West Nile antiviral: inhibition of WNV-induced cytopathic effect – cell-based, CPE readout (AID 1621) | West Nile virus-infected cells, CPE inhibition; higher % means a stronger effect | CPE inhibition, % at 10 µM, or IC50 in µM where a hit was titrated | 290,000 tested, 0.02% active; in the data active = a potency from the dose series; inconclusive = CPE inhibition mostly from about 3.7% at the one dose, without a potency; inactive = the rest, 99 in 100 with CPE inhibition below about 2.2%; note: strong numbers were not always called active
# RSV CPE inhibition: inhibition of RSV-induced cytopathic effect – HEp-2 cells, primary 10 µM value included (AID 2391); HEp-2 cells, RSV-induced CPE inhibition; higher % means a stronger effect; CPE inhibition, % at 10 µM, or IC50 in µM where a hit was titrated; 310,000 tested, 0.13% active; in the data active = a potency from the dose series; inconclusive = CPE inhibition mostly from about 23% at the one dose, without a potency; inactive = the rest, 99 in 100 with CPE inhibition below about 21%; note: strong numbers were not always called active
# Insulin prom up: MIN6 insulin promoter up-regulation; MIN6 insulin promoter-GFP reporter, high-content imaging; active compounds read high; z-score at 5 µM; 190,000 tested, 0.3% active; AID 1625;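 active = z-score above 3 at 5 µM with at least 500 cells counted in the well; inconclusive = wells under 500 cells, flagged as cytotoxic or low count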
# CSM14.1 death rescue: protection against thapsigargin-triggered cell killing – 384-well, CSM14.1, ATP luminescence, primary screen (AID 1222); 190,000 tested, under 10 active; CSM14.1 thapsigargin-induced death rescue, ATP luminescence; higher % means a stronger effect; cellular ATP content (survival), % at 20 µM; hits with a dose series show EC50 in µM;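 active = EC50 below 50 µM in the dose-response confirmation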;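 note: death triggered by thapsigargin at about 15 µM added after 2 h compound pretreatment; cell ATP read after overnight thapsigargin exposure of roughly 18 to 22 hours; normalized against plate controls of thapsigargin alone and 5% DMSO vehicle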
# Insulin prom up cell count: also measured in Insulin prom up; calls as there; cell count; measured here: cytotoxicity, nuclei count;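 total cells summed across four imaged fields per well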
# * = called active by the depositor; ? = inconclusive; / = no result given; & = joins results of further samples. Cut-off read from the data, not from the text of the source, unless noted: active = inhibition above about 50%; inactive = the rest. Rows were taken by chance. About 1.5% of those tested had a hit in this group.
SMILES,PhoP inhibition,PMI inhibition,human PMI inhibition,SV40 large T antigen,TNAP activation fold,West Nile antiviral,RSV CPE inhibition,Insulin prom up,Insulin prom up cell count,CSM14.1 death rescue
COc1ccc(CNc2nc3c(c(=O)n(Cc4ccc(Br)cc4)c(=O)n3C)n2C)cc1,-4%,3%,14%,1%,1,1.7%,3.1%,-0.78,771,-1.5%
Cc1ccccc1N1C(=O)CC(N2CCC(C(N)=O)CC2)C1=O (centres undefined),17%,1%,7%,22%,1.1,-0.9%,0.4%,0.22,1204,1.5%
COc1ccc(CCNC(=O)c2csc3c2CCCC3)cc1OC,2%,12%,9%,4%,1.1,-1.8%,18%,/,/,2.0%
CCCCCCCN1CCC(=O)N([C@H](CO)Cc2ccccc2)CC1,8%,/,/,15%,/,-1.7%,-2.0%,/,/,/
CCN1CCN(c2nc3c(c(=O)[nH]c(=O)n3C)n2CCCSc2ncccn2)CC1,7%,-1%,-5%,7%,1.1,0.3%,0.0%,0.96,1331,-2.0%
O=C(CCCO)c1ccc2c(c1)OCCO2,-9%,-5%,0%,6%,1.1,0.1%,3.0%,0.31,1282,-1.1%
COc1ccc(S(=O)(=O)NCCc2nnc3ccc(SCc4cccnc4)nn23)cc1,2%,-1%,-3%,2%,1.1,0.7%,1.5%,-0.15,1184,-11%
COC(=O)/C=C1\SC(=Nc2ccc(OC)cc2)NC1=O,0%,-10%,-14%,8%,1,-0.4%,2.3%,-0.37,1296,2.3%
CSc1nc2cc(Oc3cccc(Cl)c3Cl)c(Cl)cc2[nH]1,?,7%,13%,13%&15%,1.3,1.3%,7.6%,-1.4,1230,4.2%
COc1ccc(-c2cc(C3CCN(Cc4ccc([N+](=O)[O-])cc4)CC3)[nH]n2)cc1,0%,3%,-1%,4%,0.7,-0.3%,-1.2%,-0.97,1070,-0.5%
Cc1ccc(Cn2cccc(NC(=O)NCc3ccccc3)c2=O)cc1,4%,4%,-4%,-4%,1,-0.5%,14%,/,/,1.7%
CC(C)Nc1ccc(-n2nc3ccccc3[n+]2[O-])cc1,-2%,/,/,8%,/,-0.3%,0.7%,/,/,/

# Given with bars between the fields: part of the list above.
Molecule | PhoP inhibition | PMI inhibition | human PMI inhibition | SV40 large T antigen | TNAP activation fold | West Nile antiviral | RSV CPE inhibition | Insulin prom up | Insulin prom up cell count | CSM14.1 death rescue
CCN1CCN(c2nc3c(c(=O)[nH]c(=O)n3C)n2CCCSc2ncccn2)CC1 | 7% | -1% | -5% | 7% | 1.1 | 0.3% | 0.0% | 0.96 | 1331 | -2.0%
O=C(CCCO)c1ccc2c(c1)OCCO2 | -9% | -5% | 0% | 6% | 1.1 | 0.1% | 3.0% | 0.31 | 1282 | -1.1%

# The list continues:
SMILES,PhoP inhibition,PMI inhibition,human PMI inhibition,SV40 large T antigen,TNAP activation fold,West Nile antiviral,RSV CPE inhibition,Insulin prom up,Insulin prom up cell count,CSM14.1 death rescue
CC1CCCN(c2ccc(C(=O)OCn3nnc4ccccc4c3=O)cc2[N+](=O)[O-])C1 (centres undefined),7%,-1%,4%,-8%,1.1,0.0%,2.6%,0.38,1249,5.6%
CC(C)(c1ccccc1)c1ccc(OCCN2CCCC2)cc1,-2%,/,/,8%,/,-1.6%,-0.6%,/,/,/
CNC(=O)c1cc2c(ccc3ccccc32)o1,3%,-2%,-2%,20%,1.1,-0.6%,6.3%,-0.27,1458,-0.8%
COc1ccc(N(CC(=O)NCc2ccccc2)C(=O)Cn2nnc(-c3ccccc3F)n2)cc1OC,-6%,9%,16%,14%,1.1,-0.4%,0.7%,-1.1,1435,1.3%
O=C(NCCc1ccc(Cl)cc1)C1CCCN1C(=O)Nc1ccccc1 (centres undefined),0%,/,/,24%,/,-0.7%,-0.4%,/,/,/
Oc1c(Cl)cc(Cl)c2c1NCCC2,7%,25µM*,61%*,15%,1,/,/,0.94,1943,-1.9%
CCSc1nc(C)c(CC)c(C)c1C(N)=O,1%,4%,6%,1%,1.1,0.1%,1.2%,0.19,1251,4.7%
O=C(CSCC(=O)N1CCOCC1)Nc1ccccc1,-2%,-11%,-11%,0%,1.1,0.4%,0.7%,0.36,1349,-0.4%
COc1ccc(CN(C)C(=O)c2ccc(Oc3ccccc3)cc2)cc1F,0%,/,/,6%,/,-1.5%,18%,/,/,/
CCN1CCN(C(=O)/C=C/c2ccc(OC)cc2)CC1,0%,/,/,3%,/,-0.3%,-0.3%,/,/,/
COC(=O)c1ccccc1NC(=O)CSCC(=O)Nc1ccc(F)cc1,-8%,-5%,1%,-5%,1.1,-0.4%,-0.7%,-1,1586,-0.6%
COc1ccc(C(=O)N2CCN(C(=O)c3ccc(-c4ccccc4)cc3)CC2)cc1OC,-5%,-5%,5%,1%,1.1,-1.4%,3.0%,0.07,1448,2.2%
CC(=O)Oc1cccc(NC(=O)c2cccc(C(=O)Nc3cccc(OC(C)=O)c3)c2)c1,-7%,/,/,14%,/,-0.6%,3.4%,/,/,/
CCNc1nc(NCC)nc(OCC(=O)O)n1,-1%,/,/,12%,/,0.1%,0.8%,0.22,895,/
CCCCC(=O)Nc1ccc(C(=O)N2CCN(C)CC2)cc1,8%,14%,19%,7%,1,0.1%,0.9%,1.1,2088,-2.6%
Cc1c(NC(=O)C2CCCN2S(=O)(=O)c2cccc3nsnc23)cccc1C(=O)O (centres undefined),-2%,-2%,-1%,11%,1.2,0.1%,0.6%,-0.91,1065,0.5%
CNC(=O)c1csc(Cc2c(Cl)sc3ccc(Cl)cc23)n1,-11%,/,/,19%,/,0.3%,4.6%,0.16,1075,/
CC1=C(C(=O)Nc2ccccc2C(=O)NC2CCCCC2C)SCCO1 (centres undefined),-4%,/,/,20%,/,0.9%,4.2%,/,/,/
O=C1C(=O)N(CCO)C(c2cccc(F)c2)/C1=C(\O)c1ccc(Cl)cc1 (centres undefined),1%,-8%,-11%,1%,1.1,/,0.2%,-0.49,1574,-3.7%
Cc1ccc(-n2c(C)n[nH]c2=S)cc1,2%,12%,11%,13%,1.1,-0.4%,0.9%,/,/,0.0%
CCc1nc2scc(-c3ccccc3)c2c(=O)n1N,4%,9%,13%,14%,1.1,0.0%,2.4%,0.01,1297,/
Cc1ccc(NC(=O)COC(=O)c2ccc([N+](=O)[O-])o2)cc1S(=O)(=O)N1CCCCC1,4%,24%,8%,13%,1.2,-0.2%,2.2%,0.29,1273,1.7%
CCOC(=O)COc1ccc2c(C)cc(=O)oc2c1C(=O)c1ccccc1,2%,-10%,-12%,6%,1,1.1%,2.9%,0.41,931,0.7%
O=C(Cn1nnc2ccccc2c1=O)N[C@@H](Cc1c[nH]c2ccccc12)C(=O)O,-1%,3%,2%,14%,1.1,-0.2%,-0.6%,-0.03,1264,0.5%

# Profiles, looked up by structure.
# Entry for CNC(=O)c1csc(Cc2c(Cl)sc3ccc(Cl)cc23)n1 → PhoP inhibition: -11%; PMI inhibition: /; human PMI inhibition: /; SV40 large T antigen: 19%; TNAP activation fold: /; West Nile antiviral: 0.3%; RSV CPE inhibition: 4.6%; Insulin prom up: 0.16; Insulin prom up cell count: 1075; CSM14.1 death rescue: /
# Entry for CCNc1nc(NCC)nc(OCC(=O)O)n1 → PhoP inhibition: -1%; PMI inhibition: /; human PMI inhibition: /; SV40 large T antigen: 12%; TNAP activation fold: /; West Nile antiviral: 0.1%; RSV CPE inhibition: 0.8%; Insulin prom up: 0.22; Insulin prom up cell count: 895; CSM14.1 death rescue: /

# The listing continues.
SMILES,PhoP inhibition,PMI inhibition,human PMI inhibition,SV40 large T antigen,TNAP activation fold,West Nile antiviral,RSV CPE inhibition,Insulin prom up,Insulin prom up cell count,CSM14.1 death rescue
COC(=O)C1=C(C)N=C2SCCC(=O)N2C1c1cccs1 (centres undefined),1%,-4%,1%,-1%,1.1,0.2%,4.6%,0.05,963,-1.3%
O=C(CN1CCCCC1)n1c2ccccc2c2ccccc21,0%,/,/,14%,/,-0.1%,4.2%,0.23,1400,/
Cc1ccc2c(CC(=O)N3CCc4ccccc43)coc2c1,-9%,7%,1%,5%,1.2,-0.3%,2.5%,-0.26,1205,-1.3%
Cn1c(SCC(=O)N2CCCc3ccccc32)nnc1-c1cccs1,0%,1%,-5%,0%,1.1,0.5%,3.1%,0.27,1091,-0.1%
CC(C)CN1C(=O)N(c2ccc(Cl)cc2)C(C)(O)CC1(C)C (centres undefined),-4%,/,/,7%,/,-0.9%,3.1%,/,/,/
C=CCNC(=O)c1onc(CSc2cccc(C)c2)c1C(=O)O,-9%,-10%,-6%,0%,1.1,0.8%,-0.2%,-0.49,1600,1.0%
Cc1cc(NC(=O)CSc2nc3cc4c(cc3c(=O)n2CCc2ccccc2)OCO4)no1,13%,12%,11%,5%,1.1,?,-1.0%,-0.23,1744,-1.1%
N#CCC(=O)N/N=C/c1ccc(N2N=C(c3ccccc3)CC2c2ccccc2)cc1 (centres undefined),1%,/,/,5%,/,-1.0%,1.8%,/,/,/
Cc1cccc(N2CCN(C(=O)c3ccncc3)CC2C)c1 (centres undefined),16%,7%,16%,14%,1.1,0.3%,2.9%,0.05,1242,0.7%
Cc1onc(-c2ccccc2Cl)c1C(=O)Nc1ccccc1,-3%,6%,6%,23%,1.1,-0.7%,2.1%,/,/,-6.2%
COc1cc(C(=O)NCC(=O)OCC(=O)c2cccc3ccccc23)cc(OC)c1OC,-2%,/,/,9%,/,0.1%,2.6%,/,/,/
COc1cc(OC)c(C(=O)OCC(=O)N2CC(=O)Nc3ccccc32)cc1OC,2%,-2%,-2%,-5%,1.2,0.5%,0.5%,0.18,1316,-0.8%
CC(NC(=O)Nc1cccnc1)(C(F)(F)F)C(F)(F)F,-10%,4%,1%,10%,1,0.5%,1.9%,/,/,6.4%
S=C(Nc1ccc2c(c1)OCCO2)Nc1ccccc1Cl,-3%,/,/,10%,/,-0.3%,0.0%,/,/,/
Cn1c(CCN2CCCCC2)nc2cc(NC(=O)C3CCCCC3)ccc21,-3%,7%,4%,8%,1.1,0.7%,0.4%,-0.73,1054,0.2%
Fc1cccc(NC(=S)NNc2ccccc2)c1,4%,/,/,23%,/,-1.2%,-1.9%,/,/,/
Cc1ccc(NC(=O)CS(=O)CC(=O)N(CC(=O)NC2CCCC2)c2ccc3c(c2)OCCO3)cc1 (centres undefined),-5%,/,/,2%,1.1,-0.2%,0.8%,/,/,0.2%
CCN(CC)CCc1c(C)[nH]c(C(=O)OCc2ccccc2)c1C,11%,-5%,-4%,-5%,1.1,-0.1%,-3.0%,-0.48,891,-3.4%
Cc1cccc(C2=NN(c3ccc(Br)cc3)[C@@H](C(=O)N3CCOC3=O)[C@@H]2c2ccc(F)cc2)c1,2%,19%,19%,12%,1.1,-0.2%,11%,-0.71,998,-4.3%
Cc1ccc(OCCOC(=O)c2c(-c3ccccc3)noc2C)cc1,9%,/,/,-6%,/,-1.5%,1.1%,/,/,/
CCC(Sc1nc(N)cc(N)n1)C(=O)O (centres undefined),1%,1%,2%,1%,1.1,0.0%,0.4%,-0.3,912,2.7%

# Source: PubChem BioAssay
